GASC1 inh – inhibitors of GASC-1 (KDM4C) histone demethylase, primary screen, biochemical, single concentration HTS | GST-KDM4C 2-372, H3K9me3 peptide, LANCE TR-FRET | inhibition, % at 12.5 µM | 0.15% of 96,000 active;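 active means mean replicate inhibition above about 25%, with at least 55% of replicates also reaching it, limit read from the data, passing the limit was not always enough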
Target sequence (Q9H3R0 2-372 limits assumed): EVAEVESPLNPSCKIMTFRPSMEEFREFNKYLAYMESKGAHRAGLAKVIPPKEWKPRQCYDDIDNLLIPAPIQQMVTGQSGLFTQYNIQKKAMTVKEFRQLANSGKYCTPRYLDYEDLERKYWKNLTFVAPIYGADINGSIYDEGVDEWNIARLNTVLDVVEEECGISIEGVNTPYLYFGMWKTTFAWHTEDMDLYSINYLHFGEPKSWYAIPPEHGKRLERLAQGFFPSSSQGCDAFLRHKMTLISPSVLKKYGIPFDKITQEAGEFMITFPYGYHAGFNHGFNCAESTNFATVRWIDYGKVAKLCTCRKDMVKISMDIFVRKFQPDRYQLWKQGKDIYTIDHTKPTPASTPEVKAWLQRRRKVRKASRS
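reagent = H3K9me3 peptide substrate, Fe(II), 2-oxoglutarate | system = GST-tagged GASC-1 (JMJD2C) catalytic fragment, aa 2-372 | amount = enzyme final amount 10 nM | read-out = Fall in 671/618 emission ratio as inhibition | medium = HEPES buffer, pH 7.5, plus ascorbate | schedule = 30 min reaction, 60 min detection, RT | measured by = LANCE TR-FRET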
T cruzi growth – T. cruzi intracellular proliferation inhibitors, primary screen, cell-based, beta-gal Tulahuen parasites, NIH3T3 host, luminescence. T. cruzi beta-gal in NIH3T3, GalScreen luminescence, 90 h. inhibition, % at 8.34 µM. 5.9% of 77,000 active. AID 624255, 2012;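 active means mean inhibition above about 93%, with at least 55% of replicates each passing it, limit read from the data, passing the limit was not always enough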
Pf Dd2 growth – P. falciparum Dd2 growth inhibitors, primary screen, SYBR Green fluorescence, single dose replicates; 72 h; hits give low values; activity change, % at 10 µM; 2.3% of 94,000 active; in the data active means activity change below about -80%
C diff growth – C. difficile growth inhibitors, primary screen, HTS. Clostridium difficile clinical isolate growth, OD600, 24 h; hits give low values. growth activity, negative = inhibition, % at 16 µg/mL (by protocol). 0.25% of 86,000 active;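 active means mean growth activity at or below -80% and every replicate also at or below -80%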;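 further: 0% = DMSO wells and -100% = levofloxacin 16 µg/mL wells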
An asterisk follows results filed as active; x = not tested or not shown; & = joins results of further samples.

structure	GASC1 inh	T cruzi growth	Pf Dd2 growth	C diff growth
Cc1noc(C)c1NC(=O)Nc1ccc2c(c1)C(=O)N([C@H](C)CO)C[C@H](C)[C@@H](CN(C)Cc1ccc(-c3ccccc3)cc1)O2	2.0	12.1	1.5	-17.9
C[C@H](CO)N1C[C@H](C)[C@@H](CN(C)Cc2ccccc2)Oc2ccc(NS(=O)(=O)c3ccc(F)cc3)cc2C1=O	4.2	17.2	11.1	-4.1
O=C(C[C@H]1C=C[C@H](NC(=O)C2CC2)[C@@H](CO)O1)NCCCN1CCOCC1	4.7	x	10.6	0.6
C[C@H](CO)N1C[C@H](C)[C@H](CN(C)C(=O)Nc2ccc(C(F)(F)F)cc2)Oc2ccc(NS(=O)(=O)c3ccc(Cl)cc3)cc2C1=O	-0.2	44.9	16.7	x
C[C@@H]1CN([C@H](C)CO)C(=O)c2cc(Br)cnc2O[C@@H]1CN(C)CC1CCOCC1	-1.3	29.7	25.3	1.7
CCCNC(=O)N1C[C@H](C)[C@H](OC)CN(C)C(=O)c2cc(NS(=O)(=O)CC)ccc2OC[C@@H]1C	0.6	27.3	x	-0.8
O=C(Nc1ccc(F)cc1)N[C@@H]1C[C@@H]2O[C@H](CO)CC[C@@H]2O[C@@H]1CCc1ccc(-c2ccccc2)cc1	x	x	-64.5	4.1
O=C(C[C@@H]1CC[C@H]2[C@@H](COC[C@H](O)CN2C(=O)c2ccncc2)O1)NCc1ccc(-c2ccccc2)cc1	-0.7	56.3	-5.6	-11.4
COc1ccc(S(=O)(=O)Nc2ccc3c(c2)CC(=O)N([C@@H](C)CO)C[C@H](C)[C@@H](CN(C)S(=O)(=O)c2cn(C)cn2)O3)cc1	1.5	-31.1	34.5	-8.0
COc1ccc(S(=O)(=O)Nc2ccc3c(c2)C(=O)N([C@@H](C)CO)C[C@H](C)[C@H](CN(C)C(=O)Nc2cccc4ccccc24)OCCCC[C@@H](C)O3)cc1	-1.3	x	-82.3*	-7.4
CNC[C@H]1Oc2c(NC(=O)c3cc(C)nn3C)cccc2C(=O)N([C@H](C)CO)C[C@@H]1C	0.9	x	0.6	0.5
CC(C)NC(=O)N1[C@H](CN(C)C(=O)c2ccccc2)[C@@H](c2ccccc2)[C@@H]1CO	2.8	17.0	12.1	1.3
CC(=O)N[C@@H]1CC[C@@H](CC(=O)NCc2ccc(Cl)cc2)O[C@@H]1CO	0.5	-28.0	2.6	-1.5
C[C@@H]1CCCCO[C@H](CN(C)C(=O)C2CCCCC2)[C@H](C)CN([C@@H](C)CO)C(=O)c2cc(NC(=O)NC3CCCCC3)ccc2O1	0.0	1.6	-44.4	3.5
O=C(N[C@@H]1CC[C@@H](CCNS(=O)(=O)c2cccc(Cl)c2)O[C@@H]1CO)c1ccc(F)cc1	-0.4	36.8	-18.6	-10.9
CNC[C@H]1OCCCC[C@H](C)Oc2ccc(NS(=O)(=O)c3ccccc3)cc2C(=O)N([C@H](C)CO)C[C@@H]1C	-0.1	-24.3	13.9	-4.6
CC(=O)N1[C@@H](CO)[C@@H](c2ccc(-c3ccc(C#N)cc3)cc2)C12CN(C(=O)C1CC1)C2	1.6	x	-3.9	-5.0
O=C(NC1CCC1)[C@H]1[C@H](CO)[C@H]2Cn3c(ccc(-c4ccncc4)c3=O)[C@H]2N1CCc1ccccc1	1.5	x	1.7	4.3
Cc1ccc(S(=O)(=O)N[C@@H]2C=C[C@H](CC(=O)O)O[C@H]2CO)cc1	0.6	-32.5	3.2	4.5
C/C=C/c1ccc2c(c1)[C@H]1[C@H](CCN1S(=O)(=O)c1ccccc1C)[C@@H](CO)N2	-3.5	x	-86.6*	-3.5
C[C@@H]1CN([C@@H](C)CO)C(=O)c2cc(NC(=O)Nc3ccccc3)ccc2O[C@H]1CN(C)C(=O)Nc1ccc(C(F)(F)F)cc1	-0.9	-39.9	4.1	-3.3
C[C@@H]1CN([C@@H](C)CO)C(=O)CCCn2cc(nn2)CO[C@@H]1CN(C)C(=O)c1ccncc1	1.1	-162.2	1.3	-3.2
C/C=C/c1ccc(C2[C@@H]3CN(C(=O)CN4CCOCC4)C[C@H]2N3)cc1 (some centres not stated)	2.2&0.6	x	-1.5&7.4	-5.2&-10.5
C[C@@H]1CN([C@@H](C)CO)C(=O)CCCn2nncc2CO[C@H]1CN(C)Cc1ccncc1	2.5	7.8&26.9	-15.2&3.9	-9.2&1.8
CCCC(=O)Nc1ccc2c(c1)C(=O)N(C)C[C@H](OC)[C@H](C)CN(C(=O)CN(C)C)[C@@H](C)CO2	0.4	12.2	15.9	x
C[C@H](CO)N1C[C@H](C)[C@@H](CN(C)S(=O)(=O)c2ccccc2)Oc2c(NC(=O)c3cnccn3)cccc2C1=O	6.8	10.2	0.0	x
C[C@@H]1CN([C@H](C)CO)C(=O)c2cc(NS(=O)(=O)c3ccc(F)cc3)ccc2O[C@H]1CN(C)CC1CCCCC1	1.4	2.9	4.0	1.6
Cc1ccc(S(=O)(=O)Nc2ccc3c(c2)C(=O)N([C@H](C)CO)C[C@@H](C)[C@@H](CN(C)S(=O)(=O)c2ccccc2)O3)cc1	-0.2	50.3	3.4	-5.9
Cc1ccccc1S(=O)(=O)NCC[C@@H]1CC[C@H](NC(=O)C2CCCC2)[C@@H](CO)O1	2.3	x	-1.6	-4.3
CN1C(=O)c2cc(NC(=O)Cc3cccs3)ccc2OC[C@H]2O[C@@H](CC(=O)NCCCN3CCOCC3)CC[C@H]21	0.2	-82.2	-0.6	2.5

Results in Pf Dd2 growth and GASC1 inh, for 5 of the compounds above:
mol | Pf Dd2 growth | GASC1 inh
C[C@H](CO)N1C[C@H](C)[C@@H](CN(C)S(=O)(=O)c2ccccc2)Oc2c(NC(=O)c3cnccn3)cccc2C1=O | 0.0 | 6.8
C[C@@H]1CN([C@H](C)CO)C(=O)c2cc(NS(=O)(=O)c3ccc(F)cc3)ccc2O[C@H]1CN(C)CC1CCCCC1 | 4.0 | 1.4
Cc1ccc(S(=O)(=O)Nc2ccc3c(c2)C(=O)N([C@H](C)CO)C[C@@H](C)[C@@H](CN(C)S(=O)(=O)c2ccccc2)O3)cc1 | 3.4 | -0.2
Cc1ccccc1S(=O)(=O)NCC[C@@H]1CC[C@H](NC(=O)C2CCCC2)[C@@H](CO)O1 | -1.6 | 2.3
CN1C(=O)c2cc(NC(=O)Cc3cccs3)ccc2OC[C@H]2O[C@@H](CC(=O)NCCCN3CCOCC3)CC[C@H]21 | -0.6 | 0.2

Remaining list, next part
structure	GASC1 inh	T cruzi growth	Pf Dd2 growth	C diff growth
C[C@H]1CN([C@@H](C)CO)C(=O)CCCn2nncc2CO[C@@H]1CN(C)C(=O)Nc1cccc(Oc2ccccn2)c1	0.5	-19.6	1.2	-1.0
O=C(C[C@@H]1C=C[C@H](NC(=O)c2ccccc2)[C@@H](CO)O1)Nc1ccc(-c2ccccc2)cc1	0.1	41.4	-40.9	8.9
COc1ccc2c3c(n(C)c2c1)[C@H](CO)N(Cc1ccccc1)CC31CCN(C(=O)Nc2cccc(F)c2)CC1	0.7	x	-73.1	-1.7
C[C@@H]1CN([C@H](C)CO)C(=O)CCCn2cc(nn2)CO[C@@H]1CN(C)S(C)(=O)=O	1.5	-7.9	-4.6	2.8
C[C@H]1CN([C@@H](C)CO)C(=O)c2cc(NC(=O)Nc3ccccc3)ccc2O[C@H]1CN(C)S(C)(=O)=O	-1.0	30.9	-0.2	-1.7
O=S(=O)(N[C@H]1CC[C@H](CCn2cc(C3CC3)nn2)O[C@@H]1CO)c1ccc(F)cc1	-0.1	-7.6	-7.7	x
CNC[C@H]1Oc2ncc(C#CC3(O)CCCC3)cc2C(=O)N([C@H](C)CO)C[C@H]1C	1.7	x	-14.3	-2.6
COc1ccccc1S(=O)(=O)N1CC[C@@H]2[C@H](CO)Nc3ccc(-c4ccc(C#N)cc4)cc3[C@@H]21	0.0	10.9	-14.7	0.7
C[C@@H]1CCCCO[C@H](CN(C)C(=O)Nc2ccc(C(F)(F)F)cc2)[C@H](C)CN([C@@H](C)CO)C(=O)c2cc(NS(C)(=O)=O)ccc2O1	-0.6	44.0	-36.2	9.2
O=C(Cc1ccccn1)N[C@H]1CC[C@H](CCn2cc(-c3ccc(F)cc3)nn2)O[C@@H]1CO	1.6	x	3.9	-0.5
CC(=O)N1[C@@H]2c3ccc(C4=CCCC4)c(=O)n3C[C@H]1[C@H](CO)[C@H]2C(=O)NCc1ccccc1	0.6	4.8	12.6	-0.3
OC[C@H]1[C@H](c2ccc(-c3ccc(F)cc3)cc2)[C@@H]2CN(Cc3cccnc3)CCCCN12	0.5	110.1*	-66.1	-2.1
CCCNC(=O)C[C@H]1C[C@H]2c3cc(NS(=O)(=O)c4cccc(OC)c4)ccc3O[C@H]2[C@@H](CO)O1	1.1	-26.8	15.5	-1.3
C[C@@H]1CN([C@@H](C)CO)C(=O)c2cc(C#CC3(O)CCCC3)cnc2O[C@H]1CN(C)C(=O)Cc1cccnc1	-6.9	x	14.7	-1.6
CN(C)CCCNC(=O)C[C@@H]1CC[C@@H]2[C@@H](COc3ccc(NC(=O)NC4CCCC4)cc3C(=O)N2C)O1	2.5	1.5	7.1	-2.5
COc1cccc(NC(=O)N(C)C[C@H]2Oc3ncc(/C=C/c4ccccc4)cc3C(=O)N([C@H](C)CO)C[C@@H]2C)c1	-1.9	x	-65.3	-2.2
C[C@H]1CN([C@@H](C)CO)C(=O)c2cc(NS(C)(=O)=O)ccc2O[C@@H]1CN(C)S(=O)(=O)c1ccc(F)cc1	0.8	73.0	3.1	-2.0
COc1ccccc1NC(=O)N[C@@H]1CC[C@H](CCNC(=O)Cc2ccccn2)O[C@@H]1CO	1.4	x	12.5	-3.0
CO[C@H]1CN(C)C(=O)c2cc(NS(C)(=O)=O)ccc2OC[C@H](C)N(Cc2cccnc2)C[C@@H]1C	0.1	22.4	x	x
CN1C(=O)c2cc(NC(=O)c3ccc(F)cc3)ccc2OC[C@@H]2O[C@H](CC(=O)O)CC[C@H]21	-1.1	-14.5	0.5	-1.9
CC(C)NC(=O)N[C@@H]1CC[C@H](CCNC(=O)C2CC2)O[C@@H]1CO	-1.0	x	-4.1	6.7
C[C@@H]1CN([C@H](C)CO)C(=O)c2cc(NS(=O)(=O)c3ccc(F)cc3)ccc2O[C@@H](C)CCCCO[C@@H]1CN(C)C(=O)c1ccncc1	1.5	-19.7	7.8	x
O=C(C1CC1)N1CCCCN2[C@H](CO)[C@H](c3ccc(C#CC4CC4)cc3)[C@H]2C1	x	81.7	-1.9	-7.5
O=C(c1ccccc1F)N1CC[C@H]2[C@H](CO)Nc3ccc(-c4cccc(F)c4)cc3[C@H]21	-2.3	37.2	4.8	-2.7
O=C(CN1CCOCC1)N1CC[C@H]2[C@H](CO)Nc3ccc(-c4ccccc4)cc3[C@H]21	1.2	94.0	1.2	4.9
C[C@@H]1CCCCO[C@@H](CN(C)C(=O)Nc2ccccc2)[C@H](C)CN([C@H](C)CO)C(=O)c2cc(NC(=O)c3ccccc3)ccc2O1	-2.3	58.8	-62.3	x
C[C@@H](NC(=O)C[C@H]1CC[C@H]2[C@@H](COC[C@@H](O)CN2C(=O)Nc2cccc(F)c2)O1)c1ccccc1	-0.3	-20.3	-0.5	-0.3
COc1ccc(S(=O)(=O)Nc2ccc3c(c2)C(=O)N([C@H](C)CO)C[C@H](C)[C@H](CN(C)Cc2ccccc2)OCCCC[C@@H](C)O3)cc1	-3.5	-31.1	25.6	-5.8
CN(C)CC(=O)N1[C@@H](C#N)[C@@H](c2ccc(-c3cccc(C(=O)N(C)C)c3)cc2)[C@@H]1CO	3.0	44.3	-4.3	-6.7
N#C[C@@H]1[C@@H](c2ccccc2-c2ccc(F)cc2)[C@H](CO)N1C(=O)NC1CCCC1	1.1	x	-48.9	4.2

Profiles, quoted from the list.
CN(C)CC(=O)N1[C@@H](C#N)[C@@H](c2ccc(-c3cccc(C(=O)N(C)C)c3)cc2)[C@@H]1CO is listed with GASC1 inh = 3.0; T cruzi growth = 44.3; Pf Dd2 growth = -4.3; C diff growth = -6.7
C[C@@H]1CCCCO[C@@H](CN(C)C(=O)Nc2ccccc2)[C@H](C)CN([C@H](C)CO)C(=O)c2cc(NC(=O)c3ccccc3)ccc2O1 is listed with GASC1 inh = -2.3; T cruzi growth = 58.8; Pf Dd2 growth = -62.3; C diff growth = x

New compounds follow:
structure	GASC1 inh	T cruzi growth	Pf Dd2 growth	C diff growth
O=C(c1ccncc1)N1C[C@@H]2N[C@H](C1)C2c1ccc(-c2cccnc2)cc1 (some centres not stated)	-0.2	x	-3.6	-5.3
Fc1ccccc1-c1ccc(C2[C@@H]3CN(Cc4ccccn4)C[C@H]2N3)cc1 (some centres not stated)	0.1	x	-3.6&-34.9	-13.0&53.8
CC(C)NC(=O)N(C)C[C@H]1Oc2c(NS(=O)(=O)c3ccc(F)cc3)cccc2C(=O)N([C@H](C)CO)C[C@H]1C	0.0	x	-4.4	-2.0
Cc1noc(C)c1S(=O)(=O)Nc1ccc2c(c1)C(=O)N([C@@H](C)CO)C[C@H](C)[C@@H](CN(C)C(=O)NC(C)C)OCCCC[C@H](C)O2	-1.8	-86.5	2.9	0.2

Compound activity: PubChem BioAssay, Broad Institute

Outcome played no part in choosing rows. Share with any hit: about 6.7%.
